Compound activity from PubChem BioAssay.
TRPC4 potent: allosterically enhances the mouse TRPC4 cation channel; HEK293 TRPC4beta/mu-opioid, DAMGO EC20, Fluo-4 Ca2+ flux; hits give high values; 310,000 tested, 0.42% active; B-score at 10 µM; Q9QUQ5;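 active means B-score of calcium response area above 5 SD of library B-scores, with initial fluorescence ratio within 5 SD of library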;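 further: B-score of integrated fluorescence ratio over time as area under calcium response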
TRPC4 act: TRPC4 (mouse) channel activation; Q9QUQ5; HEK293 TRPC4beta/mu-opioid, Fluo4 calcium fluorescence; hits give high values; B-score at 10 µM; 310,000 tested, 0.49% active; AID 2237;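 active means B-score above 5 SD of library B-scores, and initial fluorescence ratio not above library mean plus 5 SD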;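 further: positive B-score marks a calcium rise read as TRPC4 activation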
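Material: TRPC4beta and mu-opioid receptor HEK293 stable cells | Incubation: 45 min room-temperature Fluo4 loading, 110 s read | Detection: Kinetic Fluo4 calcium fluorescence | Measure: Integrated baseline-normalised fluorescence ratio, converted to per-well B score | Benchmarks: Low control buffer alone, high control maximal DAMGO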
HIF activator: HIF pathway transcriptional activation; AID 1910; 300,000 tested, 0.32% active; activation, % at 7.5 µM (by protocol); U2OS HRE-luciferase reporter, luminescence; normalized: DMSO 0%, desferrioxamine 100%;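 active means mean activation of at least 10% of the iron chelator positive control signal, with at least half of replicates also reaching 10%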
MrgX1 antagonist: blocks BAM8-22 activation of human MrgX1 receptor; MRGX1-HEK293 calcium flux, Fluo-4, BAM8-22 antagonism; hits give low values; Q96LB2; B-score at 10 µM; AID 588676; 310,000 tested, 1.3% active;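 active means calcium-response B-score plate-corrected more than 3 library SD below zero, starting fluorescence within 5 deviations, no agonist response on first addition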;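 further: peak minus trough fluorescence over baseline after final BAM8-22 challenge near maximal dose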
TRPC6 act: mouse TRPC6 channel activation; HEK293-TRPC6 membrane potential dye fluorescence; hits give high values; B-score at 10 µM; 310,000 tested, 0.13% active; AID 2550;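 active means B-score of the integrated fluorescence ratio above library mean plus 3 SD, and starting fluorescence ratio within library mean plus 5 SD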;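 further: higher score means more depolarization so channel activation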
Target sequence (Q61143 whole entry, looked up): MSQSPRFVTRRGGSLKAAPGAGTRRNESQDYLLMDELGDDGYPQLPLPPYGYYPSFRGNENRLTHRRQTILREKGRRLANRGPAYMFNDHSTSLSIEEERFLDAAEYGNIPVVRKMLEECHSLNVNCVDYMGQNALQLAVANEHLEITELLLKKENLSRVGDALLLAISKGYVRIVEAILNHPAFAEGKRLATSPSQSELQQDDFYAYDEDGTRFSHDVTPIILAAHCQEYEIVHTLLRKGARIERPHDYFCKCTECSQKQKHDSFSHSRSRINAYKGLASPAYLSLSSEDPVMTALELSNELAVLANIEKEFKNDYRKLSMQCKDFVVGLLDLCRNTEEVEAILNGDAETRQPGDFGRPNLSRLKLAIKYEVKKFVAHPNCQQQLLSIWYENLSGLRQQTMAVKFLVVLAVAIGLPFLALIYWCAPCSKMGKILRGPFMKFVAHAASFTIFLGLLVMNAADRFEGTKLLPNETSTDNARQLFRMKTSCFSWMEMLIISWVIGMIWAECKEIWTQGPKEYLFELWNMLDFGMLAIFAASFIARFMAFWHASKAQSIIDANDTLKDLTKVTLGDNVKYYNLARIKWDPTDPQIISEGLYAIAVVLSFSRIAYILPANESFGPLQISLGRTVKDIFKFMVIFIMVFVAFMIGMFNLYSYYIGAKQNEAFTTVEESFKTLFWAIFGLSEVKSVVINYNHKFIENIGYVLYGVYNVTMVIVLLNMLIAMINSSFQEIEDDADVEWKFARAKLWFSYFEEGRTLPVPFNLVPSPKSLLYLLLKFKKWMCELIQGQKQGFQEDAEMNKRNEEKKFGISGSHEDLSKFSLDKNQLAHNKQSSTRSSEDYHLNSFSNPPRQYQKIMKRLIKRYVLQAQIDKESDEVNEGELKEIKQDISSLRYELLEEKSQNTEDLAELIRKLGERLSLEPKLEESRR
KLF5 inh: inhibitors of KLF5 expression; AID 1700; inhibition, % at 5 µM; 290,000 tested, 0.23% active; DLD-1 KLF5 promoter-luciferase reporter, luminescence;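 active means inhibition above a per-plate limit of that plate's mean compound inhibition plus 3 SD, cut at about 60% in these data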;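 further: 0% = DMSO wells and 100% = LY294002 at 200 µM; higher means less KLF5 promoter-driven luciferase light; inactives centre near -14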
SKKanGAS inh: inhibitors of SKKanGAS S. pyogenes growth in kanamycin (SK-promoter or general growth effect). AID 1662. inhibition, % at 7.5 µM. 300,000 tested, 1.3% active. BacTiter-Glo, 6 h;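 active means mean replicate score, as percent of positive control median, at least 50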;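 further: strain carries kanamycin resistance gene driven by streptokinase promoter and grows in 40 µg/ml kanamycin; loss of luminescence reflects streptokinase promoter inhibition or plain growth inhibition; 0% = median of DMSO wells and 100% = positive control at its reference dose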
aSyn UTR inh: 5' untranslated region of α-synuclein, MLPCN primary screen. alpha-synuclein 5'UTR reporter, inhibitor activity. inhibition, % (tested at 7.5 µM). 300,000 tested, 0.82% active. AID 1813; in the data active means inhibition above about 60%;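 further: H4 neuroglioblastoma cells stably carrying SNCA 5'UTR luciferase fusion; 0% = DMSO wells and 100% = positive control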
TRPC4 inh: inhibitors of mouse TRPC4 channel; B-score at 10 µM; 300,000 tested, 0.39% active; AID 2247; HEK293 TRPC4beta/mu-opioid, DAMGO-evoked Fluo4 calcium flux; hits give low values; Q9QUQ5;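 active means B-score over 3 SD under the library average, no early fluorescence shift, positive overall ratio signal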
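test system = HEK293 cells with stable TRPC4beta plus mu-opioid receptor expression | detection = Fluo4 Ca2+ flux fluorescence | read-out = integrated fluorescence ratio relative to baseline, converted to per-well B score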
IEC-6 tox: IEC-6 cytotoxicity, counter-screen for KLF5 inhibitors | AID 1825 | luminescence viability | inhibition, % at 5 µM | 290,000 tested, 0.78% active; in the data active means inhibition above about 22%;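 further: 0% = plate median of test compound wells and 100% = cytotoxic reference compound wells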
TRPC6 inh: inhibitors of mouse TRPC6 channel. 310,000 tested, 1.1% active. B-score at 10 µM. HEK293-TRPC6, membrane potential dye, ACh-evoked depolarization; hits give low values. Q61143. AID 2553;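 active means B-score under library mean minus 3 SD, initial fluorescence not abnormally high, positive integrated signal ratio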;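 further: B-score derived from integrated fluorescence ratio over the kinetic read; more negative B-score means stronger inhibition of depolarization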
* marks the source's active call; other numbers are inactive results; i = inactive; nt = no result given.

Results follow in this order: TRPC4 potent, TRPC4 act, HIF activator, MrgX1 antagonist, TRPC6 act, KLF5 inh, SKKanGAS inh, aSyn UTR inh, TRPC4 inh, IEC-6 tox, TRPC6 inh
- Nc1ccc(NC(=O)NC2CCCCC2)cc1
    i, i, 0.5, i, i, -44, 6, -30, i, 6, i
- Cc1ccc(C(=O)NC(=C(Cl)Cl)S(=O)(=O)c2ccc(Cl)cc2)cc1
    i, i, 1.8, i, i, 8, -2, -29, i, 4, i
- CCCn1c(SCC(=O)Nc2ccc(C(=O)Nc3ccccc3OC)cc2)n[nH]c1=O
    i, i, -0.3, i, i, -3, 0, 15, i, 5, i
- O=C(CN(C(=O)c1nsc(Cl)c1Cl)c1ccc(F)cc1)NC1CCCC1
    i, i, 0.6, i, i, 5, -4, 13, i, 1, i
- CCOc1cc(CNCCO)cc(Br)c1OCc1ccccc1
    i, i, -0.5, i, i, -28, 0, 1, i, 9, i
- Cc1cccc(CSc2nnc(-c3ccco3)n2C)c1
    i, i, 1.5, i, i, -37, -3, -70, i, -1, i
- CCCn1nc(C(=O)NNC(=O)C2CSC3(C)CCC(=O)N23)c2ccccc2c1=O (stereo not drawn)
    i, i, 0.1, i, i, nt, -11, -6, i, nt, i
- CCCCNc1c(C(=O)OCC)c(=O)[nH]c2ccccc12
    i, i, 0.2, i, i, -9, 0, 1, i, -5, i
- CC(C)C(NC(=O)c1ccc(F)cc1)C(=O)Nc1cccnc1 (stereo not drawn)
    i, i, 0.2, i, i, -1, -12, -5, i, -2, i
- CCCn1c(=O)c(C(=O)NCc2ccco2)c(O)c2ccccc21
    i, i, -0.5, i, i, -30, -1, -16, i, -6, i
- COc1ccc(N2CCN(C(=O)CCN3C(=S)NC(C)(C)CC3C)CC2)cc1 (stereo not drawn)
    i, i, 0.8, i, i, -22, 4, -10, i, 3, i
- O=C(CS(=O)(=O)c1ccccc1)N1CCCCC1
    i, i, -0.1, i, i, -20, -5, -7, i, 0, i
- CN(Cc1ccccc1)C(=O)CCC(=O)N(C)Cc1ccccc1
    i, i, 1.5, i, i, -69, 0, -45, i, -5, i
- COc1ccc(N2CCN(c3oc(Cc4cccc5ccccc45)nc3C#N)CC2)cc1
    i, i, 0.0, i, i, -14, -6, 15, i, -2, i
- Cn1ccnc1COc1ccc(C=O)cc1
    i, i, -0.9, i, i, -22, 0, 7, i, -4, i
- O=C(O)CSc1nc2sc3c(c2c(=O)n1Cc1ccccc1)CCCCC3
    i, i, 2.6, i, i, -97, 34, -230, i, 2, i
- CCSCc1nnc(SCC(=O)Nc2ccc(OC)cc2)n1C
    i, i, 0.2, i, i, -12, 0, 14, i, -2, i
- CCc1ccc(C2=NN(CCC(=O)NC(C)c3ccc4c(c3)OCCO4)C(=O)CC2)cc1 (stereo not drawn)
    i, i, -0.2, i, i, 21, -7, 0, i, 3, i
- CCCCOC(=O)Nc1nc(C)c(C(=O)OCC)s1
    i, i, 3.4, i, i, -39, -6, -61, i, 4, i
- C=CCN(CC=C)C(=O)Nc1ccc2nc(C)sc2c1
    i, i, 0.2, i, i, -6, -5, -15, i, -9, i

Overlap with the part before: 5 compounds; new compounds follow.
Results follow in this order: TRPC4 potent, TRPC4 act, HIF activator, MrgX1 antagonist, TRPC6 act, KLF5 inh, SKKanGAS inh, aSyn UTR inh, TRPC4 inh, IEC-6 tox, TRPC6 inh
- O=C(O)CSc1nc2sc3c(c2c(=O)n1Cc1ccccc1)CCCCC3
    i, i, 2.6, i, i, -97, 34, -230, i, 2, i
- CCSCc1nnc(SCC(=O)Nc2ccc(OC)cc2)n1C
    i, i, 0.2, i, i, -12, 0, 14, i, -2, i
- CCc1ccc(C2=NN(CCC(=O)NC(C)c3ccc4c(c3)OCCO4)C(=O)CC2)cc1 (stereo not drawn)
    i, i, -0.2, i, i, 21, -7, 0, i, 3, i
- CCCCOC(=O)Nc1nc(C)c(C(=O)OCC)s1
    i, i, 3.4, i, i, -39, -6, -61, i, 4, i
- C=CCN(CC=C)C(=O)Nc1ccc2nc(C)sc2c1
    i, i, 0.2, i, i, -6, -5, -15, i, -9, i
- CCc1ccc2nc(N3CCN(C(=O)C(C)(C)C)CC3)sc2c1
    i, i, 4.8, i, i, -54, -3, -98, i, -4, i
- CCn1c(=O)c2cc(C(=O)NCCOC)sc2c2ccccc21
    i, i, 1.8, i, i, -13, -5, -35, i, 10, i
- Cc1cc(C)n2nc(S(=O)(=O)N(C)c3ccccc3)nc2n1
    i, i, 0.0, i, i, -18, -4, 3, i, 2, i
- Brc1cccc(OCCOCCn2ccnc2)c1
    i, i, 0.2, i, i, 18, 0, 2, i, -1, i
- COc1cc2[nH]c(=O)n(CCC(=O)NCCC(C)C)c(=O)c2cc1OC
    i, i, 0.1, i, i, -47, -27, -4, i, 8, i
- O=C(CSc1nc2c(c(=O)n1-c1ccc(Br)cc1)SCC2)Nc1nccs1
    i, i, 0.0, i, i, -13, 6, -15, i, 0, i
- COc1ccc(CCNC(=O)CCc2cn(C)c3ccccc23)c(OC)c1OC
    i, i, -1.0, i, i, -22, -5, 27, i, 8, i
- CSc1nc(C)c(C(=O)Nc2ccccc2)c(-c2ccco2)c1C#N
    i, i, 0.1, i, i, -16, 2, 6, i, 0, i
- O=C(Nc1ccc(F)cc1)N1CCN(CCc2ccccc2)CC1
    i, i, -0.1, i, i, 10, -11, 14, i, -5, i
- COC(=O)C1=NNC(C(=O)c2ccco2)C1c1ccc(OC)cc1 (stereo not drawn)
    i, i, -1.2, i, i, -27, -2, 15, i, 3, i
- O=C(c1ccco1)N1CCN(C(=S)NC2CC3CCC2C3)CC1 (stereo not drawn)
    i, i, 0.6, i, i, 4, -6, -13, i, 8, i
- CN1OC(CC(=O)O)N(c2ccc(Cl)cc2)C1=O (stereo not drawn)
    i, i, -2.6, i, i, -10, 2, -8, i, 2, i
- O=C(O)C1CC=CCC1C(=O)NCCCN1CCCC1=O (stereo not drawn)
    i, i, -0.3, i, i, -18, -3, -10, i, 1, i
- COc1ccc(-c2noc(CN(C)Cc3ccc(C)o3)n2)cc1
    i, i, 0.2, i, i, -18, 0, -33, i, -6, i
- O=C(CSc1nncs1)NC(=O)NC1CCCC1
    i, i, 0.5, i, i, -17, -2, -13, i, -1, i
- CCc1ccc(CN2CCC(N3CCC(C(=O)N4CCCC4)CC3)CC2)o1
    i, i, -0.5, i, i, -42, -1, 0, i, -8, i
- CCc1nnc(NC(=O)CN2C(=O)/C(=C/c3cc(OC)c(OC)c(OC)c3)SC2=S)s1
    i, i, 0.0, i, i, -15, 21, -7, i, -1, i
- COc1cccc(C(=O)Cn2c(N3CCCCC3)nc3c2c(=O)n(C)c(=O)n3C)c1
    i, i, -0.2, i, i, -12, -12, 34, i, 2, i
- Nc1[nH]c(N=NC(=O)c2ccc(Cl)cc2)c2ccccc12
    i, i, 1.0, i, i, -33, 2, -38, i, 2, i
- COc1cc(/C=C2\S/C(=N/S(=O)(=O)c3ccc(C)cc3)NC2=O)c([N+](=O)[O-])cc1OC
    i, i, 0.8, i, i, -4, 40, 0, i, -1, i
- COc1cc(CCC(=O)O)on1
    i, i, -1.9, i, i, -8, -8, -2, i, -4, i
- CCCn1nnc(NC(=O)c2ccc(F)cc2)n1
    i, i, 1.5, i, i, -32, -3, -56, i, 5, i
- Cc1cc(N2CCOCC2)n2ncc(-c3ccccc3Cl)c2n1
    i, i, 6.2, i, i, -148, 10, -160, i, 10, i
- COc1ccc(-c2cc3c(nn2)-c2ccccc2C3=O)cc1
    i, i, -1.0, i, i, -97, 2, 98*, i, -5, i
- COc1ccc(C(=O)c2ccc(OC)c(N)c2)cc1N
    i, i, 1.1, i, i, 38, 9, 46, i, 76*, i
- COc1ccccc1-c1nnc(C2CCN(S(=O)(=O)c3cccc([N+](=O)[O-])c3)CC2)o1
    i, i, -0.2, i, i, -11, 9, 10, i, -6, i
- Cc1ccc2nsnc2c1S(=O)(=O)N(CCO)Cc1cc2cc3c(cc2[nH]c1=O)OCCO3
    i, i, nt, i, i, -20, -10, -90, i, 0, i
- CC(CC(=O)O)CC(=O)Nc1ccc(S(N)(=O)=O)cc1 (stereo not drawn)
    i, i, -0.1, i, i, -47, -4, -5, i, 1, i
- COc1ccccc1NC(=S)N(Cc1ccc(C)cc1)Cc1cccnc1
    i, i, 3.2, i, i, -10, 12, 4, i, 2, i
- Cc1cc(-c2cc(C(=O)O)c3ccccc3n2)c(C)s1
    i, i, 0.4, i, i, -37, -10, 15, i, -1, i
- Cc1ccsc1CN(C)C(=O)c1ccc(Oc2ccccc2)cc1
    i, i, 1.5, i, i, -58, 18, -34, i, 2, i
- CSc1nnc(Cc2cc(=O)[nH]c(=O)[nH]2)n1-c1cccc(C)c1
    i, i, -0.2, i, i, 8, -3, 7, i, 0, i
- CC(O)c1c(OCc2ccccc2)ncnc1OCc1ccccc1 (stereo not drawn)
    i, i, 0.1, i, i, -9, 8, 17, i, -3, i
- O=C(c1cc(Cl)ccc1[N+](=O)[O-])N1CCc2ccccc2C1
    i, i, -0.6, i, i, -1, 1, -9, i, 6, i
- Cc1cccc(NS(=O)(=O)c2ccc(-c3ccc(=O)[nH]n3)o2)c1
    i, i, -0.1, i, i, -2, -2, 16, i, 6, i
- CC1CC1C(=O)Nc1cc(C(F)(F)F)ccc1N1CCOCC1 (stereo not drawn)
    i, i, -0.2, i, i, -20, -11, 18, i, -2, i
- C=CCNCC(=O)N1N=C(c2ccc3ccccc3c2)CC1c1ccc(OC)cc1 (stereo not drawn)
    i, i, -0.1, i, i, -53, -6, -34, i, -3, i
